Compound activity deposited in PubChem by several laboratories.
ssDAF-12 act = activates DAF-12 receptor from parasite S. stercoralis. 1% of 370,000 active. HEK293 ssDAF-12/GRIP1 lit1-tk-luc reporter, luminescence; % of 3 µM dafachronic acid response. activation, % at 6.8 µM. AID 652126;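 active = activation above the mean over all tested compounds plus 3 SD, cut at about 0.9% in these data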;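 note: 0% = DMSO-only wells and 100% = 3 µM delta7-dafachronic acid wells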
SMARCA2 act = SMARCA2 function activation, primary screen; MG213 cells, MMTV-luciferase reporter, dexamethasone, overnight; activation, % at 9.1 µM; 1% of 370,000 active; AID 652017; in the data active = activation above about 7.8%;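 note: 0% = vehicle wells and 100% = reference activator wells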
DAX1 inh-1 = DAX1 (NR0B1) inhibition, primary screen; HEK293T StAR-luciferase reporter, SF-1/DAX-1 repression relief; inhibition, % at 6.8 µM; 1.1% of 370,000 active; AID 652010;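 active = inhibition above the mean over all tested compounds plus 3 SD, cut at about 3.6% in these data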;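 note: 0% = DAX-1 cells with DMSO and 100% = cells lacking DAX-1 with DMSO; higher inhibition means more luminescence from relief of DAX-1 repression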
sPLA2-III inh = Blocks human group III sPLA2 activity; 0.56% of 370,000 active; inhibition, % at 12.2 µM; QFRET BODIPY PC-A2 liposome hydrolysis, fluorescence; Q9NZ20;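 active = inhibition above mean plus 3 SD of compounds lying within the high and low control bounds, cut at about 19% in these data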;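 note: 0% = median of test compound wells and 100% = no enzyme DMSO wells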
Target sequence (Q9NZ20 whole entry, looked up): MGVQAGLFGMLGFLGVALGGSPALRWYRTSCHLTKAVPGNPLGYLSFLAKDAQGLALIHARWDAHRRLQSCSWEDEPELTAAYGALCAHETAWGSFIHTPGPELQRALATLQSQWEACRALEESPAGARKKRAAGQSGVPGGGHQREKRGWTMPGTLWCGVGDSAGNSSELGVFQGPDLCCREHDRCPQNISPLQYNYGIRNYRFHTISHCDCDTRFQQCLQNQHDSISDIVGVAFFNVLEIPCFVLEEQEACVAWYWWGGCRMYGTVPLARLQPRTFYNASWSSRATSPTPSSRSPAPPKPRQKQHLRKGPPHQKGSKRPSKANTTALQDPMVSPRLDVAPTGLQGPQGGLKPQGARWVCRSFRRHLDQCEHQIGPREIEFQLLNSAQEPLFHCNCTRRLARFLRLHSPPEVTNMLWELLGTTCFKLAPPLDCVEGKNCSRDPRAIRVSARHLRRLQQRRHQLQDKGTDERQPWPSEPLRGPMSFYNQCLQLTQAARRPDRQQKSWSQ
hcDAF12 agonist = activators of H. contortus DAF-12 nuclear receptor; HEK293 hcDAF-12 lit1-tk-luc reporter, luminescence; 0% DMSO, 100% Δ7-dafachronic acid; activation, % at 6.8 µM; 1.4% of 370,000 active; AID 652067;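 active = activation above the mean of all tested compounds plus 3 SD, cut at about 5.5% in these data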;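 note: 100% = response to 3 µM Δ7-dafachronic acid high control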
DAX1 inh-2 = inhibits human nuclear receptor DAX1. P51843. HEK293 Gal4-DAX1 luciferase reporter, luminescence. inhibition, % at 6.75 µM. 0.99% of 340,000 active. AID 504766;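 active = inhibition above the mean over all tested compounds plus 3 SD, cut at about 4.2% in these data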;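 note: 0% = DAX1-transfected cells with DMSO and 100% = empty-vector control cells with DMSO; inhibition shows as a rise in luminescence from relieved DAX1 repression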
Target sequence (P51843 207-470 limits assumed): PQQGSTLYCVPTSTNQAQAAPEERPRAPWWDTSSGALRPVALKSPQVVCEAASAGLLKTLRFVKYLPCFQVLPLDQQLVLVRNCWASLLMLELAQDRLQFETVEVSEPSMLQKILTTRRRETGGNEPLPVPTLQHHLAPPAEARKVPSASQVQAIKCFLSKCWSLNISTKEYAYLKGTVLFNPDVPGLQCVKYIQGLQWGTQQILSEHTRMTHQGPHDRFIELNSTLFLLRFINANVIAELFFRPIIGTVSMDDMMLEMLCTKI
GAA850 FXN act = activators of GAA850 frataxin (FXN) promoter. HEK293 lucGAA850 FXN promoter luciferase reporter, 24 h; percent of 10 µM SAHA response. 0.56% of 360,000 active. activation, % at 6 µM;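 active = activation above the average of all compounds screened plus 3 SD, cutoff fixed separately per campaign, cut at about 7.5% in these data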;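 note: 0% = DMSO wells and 100% = 10 µM SAHA wells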
GC-A act = GC-A (human) enzyme activation | activation, % at 10 µM | P16066 | AID 1671463 | 0.14% of 370,000 active | HEK293 GC-A cells, cGMP TR-FRET, EC30 ANP; 0% at EC30 ANP, 100% saturating ANP; in the data active = activation above about 40%
NPR2 activator = GC-B (human) receptor activation; P20594; HEK293-GC-B cells, CNP EC30, cGMP TR-FRET; 0% at EC30 CNP, 100% saturating CNP; activation, % at 10 µM; 0.11% of 370,000 active;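 active = activation at 10 µM reaching about 35% in either raw or pattern-adjusted values, limit read from the data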
proKLK7 act = activates the human kallikrein-7 zymogen; 0.9% of 370,000 active; activation, % at 7 µM; purified proKLK7, EDANS-DABCYL substrate fluorescence; 100% is mature enzyme control, 0% vehicle;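 active = activation above the mean of all tested compounds plus 3 SD, computed per campaign excluding outliers beyond control limits, cut at about 13% in these data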
Target sequence (P49862 whole entry, looked up): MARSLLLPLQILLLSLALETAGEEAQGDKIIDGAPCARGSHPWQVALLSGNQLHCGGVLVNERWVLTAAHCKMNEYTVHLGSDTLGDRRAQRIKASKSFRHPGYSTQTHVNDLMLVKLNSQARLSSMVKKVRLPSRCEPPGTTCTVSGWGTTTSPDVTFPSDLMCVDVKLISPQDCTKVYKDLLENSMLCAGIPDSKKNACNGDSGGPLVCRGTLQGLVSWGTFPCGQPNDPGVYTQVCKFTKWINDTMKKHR
hgDAF12 agonist = hgDAF-12 agonism, primary luciferase screen; HEK293 GAL4-hgDAF12 UAS-luciferase reporter, agonist luminescence; normalized to butyrate control; activation, % at 6.8 µM; 1.8% of 370,000 active; AID 687014;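 active = activation above a cutoff set at the mean of all screened compounds plus 3 SD, cut at about 10% in these data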;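 note: 0% = DMSO wells and 100% = sodium butyrate wells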
Active calls of the source: *.

`O=C(Nc1nccs1)c1ccc(Cl)c(S(=O)(=O)N2CCCCC2)c1` gave ssDAF-12 act -1.8, SMARCA2 act 0, DAX1 inh-1 -1.1, sPLA2-III inh -4, hcDAF12 agonist -1.7, DAX1 inh-2 -0.6, GAA850 FXN act 2.3, GC-A act 1, NPR2 activator 6, proKLK7 act 0.2 and hgDAF12 agonist -1.7.
For CC1=NNC(=O)C1CCC(=O)N/N=C/C(Br)=C/c1ccccc1 (stereo not given) the results were ssDAF-12 act -1.2, SMARCA2 act -4, DAX1 inh-1 -0.3, sPLA2-III inh 1, hcDAF12 agonist -0.6, DAX1 inh-2 1.4, GAA850 FXN act 12*, GC-A act -5, NPR2 activator 4, proKLK7 act 0.5 and hgDAF12 agonist 0.9.
COc1ccc(/C=C/C(=O)Nc2cccc(S(=O)(=O)N3CCCC3)c2)cc1OC was read as ssDAF-12 act -2.1, SMARCA2 act -1, DAX1 inh-1 -3.5, sPLA2-III inh -28, hcDAF12 agonist -3.7, DAX1 inh-2 -1.8, GAA850 FXN act -0.8, GC-A act -6, NPR2 activator -2, proKLK7 act 0.6 and hgDAF12 agonist -3.7.
For CC(=O)c1c(C)nc(-c2ccc(Cl)cc2)nc1NC(=O)C(C)C the results were ssDAF-12 act -1.2, SMARCA2 act 1, DAX1 inh-1 -0.1, sPLA2-III inh -7, hcDAF12 agonist 2.3, DAX1 inh-2 0.7, GAA850 FXN act 0.1, GC-A act 5, NPR2 activator -3, proKLK7 act 0.1 and hgDAF12 agonist 1.8.
For Cc1c(C(=O)Oc2ccc(-c3cnc4ccccc4n3)cc2)cccc1[N+](=O)[O-] the results were ssDAF-12 act -0.1, SMARCA2 act -2, DAX1 inh-1 -0.1, sPLA2-III inh 3, hcDAF12 agonist -1.4, DAX1 inh-2 -0.2, GAA850 FXN act -0.8, GC-A act -3, NPR2 activator -4, proKLK7 act -0.8 and hgDAF12 agonist 0.7.
CCCCC(=O)NC(Nc1sc2c(c1C(N)=O)CCCC2)(C(=O)OCC)C(F)(F)F (stereo not given) was read as ssDAF-12 act -0.8, SMARCA2 act -3, DAX1 inh-1 0.2, sPLA2-III inh 3, hcDAF12 agonist 0.8, DAX1 inh-2 -1.4, GAA850 FXN act 1.0, GC-A act -4, NPR2 activator -6, proKLK7 act 0.3 and hgDAF12 agonist -1.1.
`CC(=O)NC(Cc1cccc(F)c1)C(=O)NC1CCN(C(=O)c2cccc(C)c2)CC1` (stereo not given) gave ssDAF-12 act -1.1, SMARCA2 act -2, DAX1 inh-1 0.3, sPLA2-III inh 8, hcDAF12 agonist -0.2, DAX1 inh-2 5.4*, GAA850 FXN act -1.4, GC-A act -1, NPR2 activator 0, proKLK7 act -0.2 and hgDAF12 agonist -2.6.
For O=C(O)CCc1ccc(S(=O)(=O)N2CCOCC2)cc1 the results were ssDAF-12 act -1.1, SMARCA2 act -1, DAX1 inh-1 -0.6, sPLA2-III inh -4, hcDAF12 agonist -0.1, DAX1 inh-2 0.3, GAA850 FXN act -0.7, GC-A act 5, NPR2 activator 4, proKLK7 act -0.3 and hgDAF12 agonist -0.2.
CCc1cccc2[nH]c3cc([N+](=O)[O-])ccc3c12 was read as ssDAF-12 act -1.1, SMARCA2 act -1, DAX1 inh-1 -0.4, sPLA2-III inh 8, hcDAF12 agonist -1.1, DAX1 inh-2 -0.6, GAA850 FXN act 1.8, GC-A act 19, NPR2 activator 19, proKLK7 act -15 and hgDAF12 agonist 3.3.
Screening C[C@@H]1CN([C@@H](C)CO)C(=O)c2cc(C#Cc3cccc(F)c3)cnc2O[C@@H]1CN(C)CC1CCOCC1 returned ssDAF-12 act -0.6, SMARCA2 act -2, DAX1 inh-1 -0.2, sPLA2-III inh -6, hcDAF12 agonist 0.3, DAX1 inh-2 0.8, GAA850 FXN act 0.0, GC-A act 15, NPR2 activator 5, proKLK7 act 1.0 and hgDAF12 agonist -0.2.
`O=C(COC(=O)C1(c2ccc(F)cc2)CCCC1)Nc1ncc(C(F)(F)F)cc1Cl` gave ssDAF-12 act -0.9, SMARCA2 act 4, DAX1 inh-1 1.3, sPLA2-III inh -9, hcDAF12 agonist -0.6, DAX1 inh-2 2.1, GAA850 FXN act 0.1, GC-A act -2, NPR2 activator -9, proKLK7 act 0.0 and hgDAF12 agonist 1.9.
`CCOC(=O)N1CCC(O)(c2cc(C)c(C)cc2C)CC1` gave ssDAF-12 act -1.8, SMARCA2 act -1, DAX1 inh-1 -0.3, sPLA2-III inh 5, hcDAF12 agonist -2.8, DAX1 inh-2 -1.1, GAA850 FXN act 0.9, GC-A act 4, NPR2 activator 11, proKLK7 act 0.1 and hgDAF12 agonist -2.4.
Screening CCc1nnc(NC(=O)CN2CCC(O)(c3ccccc3OC)CC2)s1 returned ssDAF-12 act -1.6, SMARCA2 act 0, DAX1 inh-1 0.1, sPLA2-III inh -1, hcDAF12 agonist -0.1, DAX1 inh-2 -0.1, GAA850 FXN act -0.8, GC-A act 0, NPR2 activator 4, proKLK7 act 0.2 and hgDAF12 agonist -0.5.
For CCOC(=O)c1ccc(CNC(=O)CSc2nc(NC(=O)c3ccccc3)c3c(C)c(C)oc3n2)cc1 the results were ssDAF-12 act -0.3, SMARCA2 act -2, DAX1 inh-1 -1.0, sPLA2-III inh 2, hcDAF12 agonist -0.2, DAX1 inh-2 0.8, GAA850 FXN act -5.0, GC-A act -5, NPR2 activator -2, proKLK7 act 0.1 and hgDAF12 agonist 1.3.
COc1ccc(-n2c(Cc3cccs3)nnc2SCC(=O)Nc2ccc3c(c2)OCCO3)cc1 was read as ssDAF-12 act -1.3, SMARCA2 act -5, DAX1 inh-1 -0.1, sPLA2-III inh -16, hcDAF12 agonist -0.3, DAX1 inh-2 2.4, GAA850 FXN act -2.3, GC-A act -11, NPR2 activator -2, proKLK7 act 0.6 and hgDAF12 agonist -0.1.
For O=C(CN1C(=O)NC2(CCc3ccccc3C2)C1=O)Nc1ccc(F)cc1 (stereo not given) the results were ssDAF-12 act -0.2, SMARCA2 act 0, DAX1 inh-1 -0.3, sPLA2-III inh -6, hcDAF12 agonist 2.7, DAX1 inh-2 -0.8, GAA850 FXN act 1.7, GC-A act -1, NPR2 activator 1, proKLK7 act 0.9 and hgDAF12 agonist 0.1.
For O=C(c1cccc(NS(=O)(=O)c2ccccc2)c1)N1CCCCC1 the results were ssDAF-12 act -1.3, SMARCA2 act -3, DAX1 inh-1 1.5, sPLA2-III inh -6, hcDAF12 agonist -0.2, DAX1 inh-2 -0.1, GAA850 FXN act 0.5, GC-A act -1, NPR2 activator 1, proKLK7 act 0.1 and hgDAF12 agonist -0.9.
`CC1Cc2cc(S(=O)(=O)N3CCC(C(=O)N(C)Cc4ccco4)CC3)ccc2N1C(=O)C1CCC1` (stereo not given) gave ssDAF-12 act -0.7, SMARCA2 act -5, DAX1 inh-1 -0.9, sPLA2-III inh -3, hcDAF12 agonist -2.7, DAX1 inh-2 0.2, GAA850 FXN act 0.8, GC-A act 4, NPR2 activator 9, proKLK7 act 0.1 and hgDAF12 agonist -1.0.
`CCOC(=O)C(NC(=O)c1ccccc1)(OCC1(CC)COC1)C(F)(F)F` (stereo not given) gave ssDAF-12 act -1.2, SMARCA2 act -3, DAX1 inh-1 -0.6, sPLA2-III inh 0, hcDAF12 agonist -1.7, DAX1 inh-2 -0.5, GAA850 FXN act -0.3, GC-A act -6, NPR2 activator -2, proKLK7 act 0.1 and hgDAF12 agonist 0.0.
`O=C(CNc1ccc(F)cc1)N/N=C1\CCCc2ccccc21` gave ssDAF-12 act -0.8, SMARCA2 act -2, DAX1 inh-1 0.1, sPLA2-III inh 4, hcDAF12 agonist 1.0, DAX1 inh-2 -0.1, GAA850 FXN act -0.2, GC-A act -3, NPR2 activator -6, proKLK7 act 0.2 and hgDAF12 agonist -2.2.
`CCOc1ccc(CCNC(=O)c2cnccn2)cc1OCC` gave ssDAF-12 act -0.2, SMARCA2 act 0, DAX1 inh-1 -0.1, sPLA2-III inh 2, hcDAF12 agonist -1.0, DAX1 inh-2 1.2, GAA850 FXN act 0.4, GC-A act 2, NPR2 activator 1, proKLK7 act -0.8 and hgDAF12 agonist 0.0.
`COCCNC(=O)c1ccc(N2CC3CC(C2)c2cccc(=O)n2C3)c(NC(=O)c2ccccc2Cl)c1` (stereo not given) gave ssDAF-12 act -1.1, SMARCA2 act -4, DAX1 inh-1 0.6, sPLA2-III inh 13, hcDAF12 agonist -0.9, DAX1 inh-2 0.8, GAA850 FXN act -1.2, GC-A act 5, NPR2 activator -2, proKLK7 act 0.6 and hgDAF12 agonist 0.5.
`Cc1noc(C)c1C(=O)Nc1sc(C)c(-c2ccccc2)c1C#N` gave ssDAF-12 act -0.8, SMARCA2 act -2, DAX1 inh-1 0.3, sPLA2-III inh 3, hcDAF12 agonist 1.9, DAX1 inh-2 -0.2, GAA850 FXN act 1.3, GC-A act 17, NPR2 activator 1, proKLK7 act 0.5 and hgDAF12 agonist 0.8.
Screening Cc1ccccc1COc1ccc(/C(O)=C2/C(=O)C(=O)N(CCCn3ccnc3)C2c2ccco2)cc1 (stereo not given) returned ssDAF-12 act -1.0, SMARCA2 act 0, DAX1 inh-1 1.1, sPLA2-III inh -24, hcDAF12 agonist -0.2, DAX1 inh-2 0.4, GAA850 FXN act 0.6, GC-A act 4, NPR2 activator -1, proKLK7 act 0.2 and hgDAF12 agonist 0.2.
Screening CC(Nc1cc(N2CCCC2)ccc1[N+](=O)[O-])c1ccccc1 (stereo not given) returned ssDAF-12 act -0.7, SMARCA2 act 1, DAX1 inh-1 0.5, sPLA2-III inh 1, hcDAF12 agonist -0.9, DAX1 inh-2 0.7, GAA850 FXN act 2.4, proKLK7 act 0.7 and hgDAF12 agonist 1.7.
`Cn1c(NC(=O)c2ccccc2C(F)(F)F)cc(=O)n(C)c1=O` gave ssDAF-12 act -0.8, SMARCA2 act -3, DAX1 inh-1 0.7, sPLA2-III inh -1, hcDAF12 agonist 1.1, DAX1 inh-2 1.4, GAA850 FXN act 0.0, GC-A act 1, NPR2 activator 3, proKLK7 act 0.3 and hgDAF12 agonist 0.4.
For C=CCNC(=S)NNc1nc2c(c(=O)[nH]1)C1(CCCCC1)Cc1ccccc1-2 the results were ssDAF-12 act -1.1, SMARCA2 act 1, DAX1 inh-1 0.7, sPLA2-III inh 25*, hcDAF12 agonist -0.6, DAX1 inh-2 4.4*, GAA850 FXN act 1.9, GC-A act -7, NPR2 activator 3, proKLK7 act 0.3 and hgDAF12 agonist 1.8.

Two entries drawn at random from those above, as already listed:
For O=C(O)CCc1ccc(S(=O)(=O)N2CCOCC2)cc1 the results were ssDAF-12 act -1.1, SMARCA2 act -1, DAX1 inh-1 -0.6, sPLA2-III inh -4, hcDAF12 agonist -0.1, DAX1 inh-2 0.3, GAA850 FXN act -0.7, GC-A act 5, NPR2 activator 4, proKLK7 act -0.3 and hgDAF12 agonist -0.2.
`CC1Cc2cc(S(=O)(=O)N3CCC(C(=O)N(C)Cc4ccco4)CC3)ccc2N1C(=O)C1CCC1` (stereo not given) gave ssDAF-12 act -0.7, SMARCA2 act -5, DAX1 inh-1 -0.9, sPLA2-III inh -3, hcDAF12 agonist -2.7, DAX1 inh-2 0.2, GAA850 FXN act 0.8, GC-A act 4, NPR2 activator 9, proKLK7 act 0.1 and hgDAF12 agonist -1.0.
